BoNT-F LC inh: inhibitors of Botulinum neurotoxin F light chain protease; Multiplex microsphere protease cleavage assay, flow cytometry; inhibition, % at 10 µM; hit rate 0.22% among 360,000; in the data active means inhibition above about 35%, passing the limit was not always enough; inconclusive means no clear call, values can overlap the other calls; further: plate controls were buffer without enzyme for full effect and enzyme alone for no effect
PfHsp40 rescue: compounds rescuing yeast from Plasmodium falciparum HSP40 toxicity; S. cerevisiae expressing PfHsp40, growth rescue, ATP luminescence; growth rescue, % at 12.5 µM; hit rate 0.68% among 340,000; AID 504582; in the data active means growth rescue above about 28%, passing the limit was not always enough; inconclusive means no clear call, values can overlap the other calls;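 further: yeast W303a lacking pdr1 and pdr3 grown in galactose medium; growth measured after three days at 30 °C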
Anthrax LF inh2: inhibitors of Bacillus anthracis lethal factor protease | P15917 | multiplex microsphere protease cleavage assay, LF | inhibition, % at 10 µM | hit rate 0.12% among 360,000 | AID 588501; further: plate controls were buffer without enzyme for full effect and enzyme alone for no effect
TcdB inh: TcdB glycohydrolase inhibition. P18177. inhibition, % at 9.99 µM. hit rate 0.24% among 350,000. TcdB glycohydrolase enzymatic assay, plate reader; in the data active means inhibition above about 10%
CCHF vOTU inh: CCHFV vOTU protease inhibition; Pep-AMC fluorescence; hit rate 0.55% among 370,000; inhibition, % at 11.5 µM; in the data active means inhibition above about 30%; further: 0% = vehicle wells with enzyme and 100% = no enzyme wells
Yp Topo-I inh: blocks Yersinia pestis topoisomerase I activity. Y. pestis Topo-I cleavage product accumulation, plate reader. activity, % at 10 µM. hit rate 0.064% among 360,000; in the data active means activity above about 50%, passing the limit was not always enough; inconclusive means no clear call, values can overlap the other calls; further: inactives centre near 2
PrPC TRFRET: reduces human prion protein on the cell surface; cell surface PrPC, TR-FRET read-out; inhibition, % at 13.8 µM; hit rate 0.43% among 370,000; AID 720596; in the data active means inhibition above about 24%; further: 0% = median of the test wells and 100% = reference compound wells
FadD28 FP inh: inhibitors of Mycobacterium tuberculosis FadD28 bisubstrate binding | hit rate 0.22% among 360,000 | inhibition, % at 12.5 µM | FadD28 bisubstrate probe binding, fluorescence polarization; in the data active means inhibition above about 8.5%, passing the limit was not always enough; inconclusive means no clear call, values can overlap the other calls
BoNT A protease: inhibitors of Botulinum neurotoxin A light chain protease; multiplex microsphere protease substrate cleavage, flow cytometry; inhibition, % at 10 µM; hit rate 0.17% among 360,000; further: plate controls were buffer without enzyme for full effect and enzyme alone for no effect
Active calls of the source: *; ? = inconclusive; . = not tested or not shown. Unless noted, no stated cut-off is given here; in the data, active means inhibition above about 30%; inconclusive means no clear call, values can overlap the other calls; inactive means below that.

no.	Structure	BoNT-F LC inh	PfHsp40 rescue	Anthrax LF inh2	TcdB inh	CCHF vOTU inh	Yp Topo-I inh	PrPC TRFRET	FadD28 FP inh	BoNT A protease
1	CC(C)Nc1nc2cccnc2s1	-9.8	-0.7	-4.6	-3.9	1.7	4.7	2.5	-3.4	0.0
2	CN(CCO)c1ccc2c(c1)OC[C@H](Cc1ccccc1)NS2(=O)=O	5.9	.	4.5	0.2	5.4	.	-2.3	.	0.3
3	Cc1ccc(S(=O)(=O)N2[C@@H](c3cccc(C)c3)C(C(=O)O)=C[C@H]2C(C)(C)C)cc1	-4.8	-0.1	-2.0	1.7	29.2	5.7	-2.3	-0.5	-0.1
4	CCOC(=O)C(C)/C(C)=N\Nc1ccc([N+](=O)[O-])cc1[N+](=O)[O-] (stereo not given)	-3.4	-1.3	-3.4	3.1	4.7	-1.8	-15.6	-0.7	-0.5
5	COc1ccc(CNC(=O)c2ccc(Cl)c(S(=O)(=O)N3CCCCCC3)c2)cc1	-8.8	.	-5.0	0.0	0.2	17.5	0.8	8.7*	-1.3
6	O=C(Nc1ccc(Cl)c(C(F)(F)F)c1)c1ccco1	-1.2	1.1	-19.7	.	1.5	-10.4	1.0	-5.3	-0.8
7	COCCn1c(SC(C)C(=O)Nc2ccc(Cl)cn2)nnc1-c1ccncc1 (stereo not given)	-0.9	0.2	-0.8	0.5	1.9	3.0	1.1	-2.4	0.1
8	CCOC(=O)C1(CCCc2ccccc2)CCN(Cc2cnc(C)s2)CC1	-2.8	-0.8	-1.9	6.6	12.1	16.8	3.7	-1.4	-1.3
9	Cc1c(Cl)cccc1NC(=S)N1CCc2ccccc2C1	-1.0	3.9	-3.4	-0.7	5.3	-8.2	5.9	-1.5	-0.1
10	C#CC(C)(C)NC(=O)c1sccc1Oc1ccc(F)cc1[N+](=O)[O-]	-2.5	0.5	-3.1	1.4	-13.2	8.3	-12.2	-2.7	-1.3
11	CCOC(=O)CCCCC1C(CCCC(=O)OCC)C=NN1C (stereo not given)	2.8	-1.6	-2.6	6.2	-1.5	12.6	6.8	0.4	-0.1
12	O=C(NCCN1CCCCC1)c1cc(OCC(F)(F)F)ccc1OCC(F)(F)F	-9.6	-1.3	-7.0	.	10.5	-7.7	-2.1	0.8	-1.2
13	COc1cc(C(=O)NCCC(=O)NCc2cccs2)cc(OC)c1OC	-12.2	.	2.4	0.4	-13.9	3.1	6.5	-1.5	-0.3
14	C[C@H](NC(=O)[C@H]1N2C(=O)c3ccccc3C2SC1(C)C)C(=O)N1CCC[C@H]1CO (stereo not given in full)	-0.4	-0.4	-0.8	0.4	12.9	7.4	6.7	0.8	0.6
15	CC(C)(C)CC(=O)Nc1nnc(C(F)(F)F)s1	-3.5	-0.7	1.0	.	12.6	12.0	6.6	0.4	0.9
16	N#C/C(=C\c1cn(CCOc2ccccc2F)c2ccccc12)C(=O)NCc1cccs1	0.8	-0.2	0.1	0.1	-8.6	-1.5	2.2	-2.7	0.2
17	Cc1c(NC(=O)CSc2nnc(C(C)N(C)C)n2-c2ccccc2)c(=O)n(-c2ccccc2)n1C (stereo not given)	-0.7	0.3	-7.5	-3.2	-0.4	1.9	-1.9	-1.3	-0.2
18	CC(NC(=O)Cc1ccccc1)C(c1ccccc1)N1CCOCC1 (stereo not given)	-0.6	0.0	-3.4	0.4	1.1	1.9	-0.7	0.1	-0.4
19	CC(C)(C)NC(=O)C(c1ccccn1)N(C(=O)C1CSC(=O)C1)c1cccc(F)c1 (stereo not given)	-6.2	0.6	-3.0	1.5	12.5	-3.8	4.8	0.8	0.8
20	COc1ccccc1CNC(=O)CN1C(=O)NC(C)(c2ccc(C(C)(C)C)cc2)C1=O (stereo not given)	10.4	0.1	-7.4	0.4	14.0	11.0	3.8	-2.1	0.1
21	CN(C)C(=O)CSc1nc2cc(S(=O)(=O)N3CCOCC3)ccc2o1	-1.5	0.1	-0.8	2.2	9.9	-2.0	-7.9	-3.5	-0.1
22	COc1ccccc1CC(=O)Nc1ccc2[nH]ncc2c1	9.3	-0.9	-0.4	2.3	0.6	1.2	-3.8	0.0	6.1
23	Cc1ccccc1-c1noc(CCC(=O)NCCc2ccccc2)n1	-7.2	-0.9	-3.1	-4.1	-6.2	10.8	-1.4	-2.0	-1.9
24	COC1CC2C=C(C)C=CC=CC(=O)NC(c3ccccc3)CC=CCCC(O)CC(=O)C2=C1O (stereo not given)	0.1	.	1.5	0.9	5.5	.	-3.8	-3.4	0.4
25	O=C(NC(O)C(=O)c1ccc(F)cc1)c1ccc(F)cc1 (stereo not given)	9.9	1.5	10.1	0.2	-3.2	-5.4	-5.4	0.7	6.0
26	O=C1NC(c2ccc(F)cc2)Oc2ccccc21 (stereo not given)	?	-0.1	3.5	-0.2	-9.5	5.7	-5.8	-1.7	?
27	Cc1ccc(-n2c(C)cc(C(=O)OCC(=O)N(CC(C)C)C3CCS(=O)(=O)C3)c2C)cc1 (stereo not given)	7.5	13.5	2.8	.	1.8	28.9	1.1	-3.7	-0.2
28	CC1CCc2nn(CC(=O)NCCN3CCOCC3)cc2C1 (stereo not given)	0.7	0.2	5.4	1.4	-2.0	-2.7	-1.0	-4.0	0.3
29	O=C(Cn1cnc2ccccc2c1=O)Nc1nnc(SCc2ccc(Cl)cc2)s1	-4.0	-1.0	9.9	-2.1	5.1	6.9	-6.5	1.5	1.9
30	O=C(CN1C(=O)c2ccccc2S1(=O)=O)c1ccc(O)c(O)c1	.	0.4	.	-2.8	-3.5	-5.5	-2.8	-0.7	.
31	O=C(NCC1CCCCC1)c1ccc(Cl)nc1	3.0	-1.0	1.0	-11.9	2.1	6.5	7.7	0.0	2.0
32	C=CCc1c(C)nc(SCC(=C)C)[nH]c1=O	16.0	0.5	13.6	.	4.5	-4.0	-0.2	1.6	5.0
33	CC1(C(=O)Nc2cccc(C#N)c2)CCN1C(=O)CCc1ccccc1 (stereo not given)	2.6	.	-1.6	2.1	4.5	5.8	2.4	-5.4	-0.3
34	CCOC(=O)CSC1=C(C#N)C(c2sccc2C)C(C(C)=O)=C(C)N1 (stereo not given)	-11.4	0.1	-5.4	1.2	-8.7	-6.1	-1.9	-2.1	-3.2
35	CCOc1cc(C2Nc3ccccc3NC3=C2C(=O)CC(C)(C)C3)ccc1O (stereo not given)	-4.0	-1.4	-1.9	-1.5	1.6	3.0	-2.2	1.5	-1.6
36	Cc1ccc(-c2cc(C(F)(F)F)n3nc(C(=O)NCCCn4ccnc4)cc3n2)cc1C	1.4	-0.1	-3.1	.	-5.6	6.0	-15.1	-0.5	-0.3
37	CC(=O)c1ccc(OCCCC(=O)Nc2cc(Cl)ccc2-n2cncn2)cc1	-2.7	-0.3	1.1	0.3	18.7	14.9	5.1	0.6	1.3
38	CCC(=O)Nc1nnc(SCC(=O)NC2CCCC2)s1	5.1	-0.9	0.6	3.5	8.8	2.4	-3.9	-0.3	1.8
39	Cc1ccccc1NC(=O)C(NC1CCCCC1)C(C)C (stereo not given)	-5.7	-1.7	-2.8	0.1	-11.3	6.6	-4.7	-0.6	-1.0
40	Fc1ccccc1NC(=S)N1CCN(c2ccccn2)CC1	3.6	-0.6	-2.3	.	-2.2	2.7	10.0	-4.6	0.1
41	CN(C)S(=O)(=O)c1ccc(C(=O)Oc2ccccc2)cc1	-28.2	-1.9	1.5	.	1.8	-6.2	5.9	-1.5	-0.8
42	O=C(CN1CCN(Cc2ccccc2)CC1)NCc1ccc(Cl)cc1	-2.2	0.5	1.2	0.3	-3.4	0.0	1.6	-2.9	0.6
43	CCn1cc(C(=O)N2CC(C)CC(C)C2)c(=O)c2cc(S(=O)(=O)N3CCCC3)ccc21 (stereo not given)	-0.7	-0.6	1.1	0.2	5.7	3.8	-4.9	0.3	0.0
44	O=C(Nc1nnc(C2CC2)o1)c1ccc(S(=O)(=O)N2CCc3ccccc3C2)cc1	-5.9	0.2	-0.9	.	-1.3	-2.1	1.4	-4.7	-0.2
45	CCCN(C(=O)c1ccc2c(SCC(=O)O)c3c(nc2c1)CCC3)c1cccc(C)c1	-2.1	-1.1	-0.4	-1.4	18.0	25.3	-2.9	-3.0	1.6
46	CCc1cccc(NC(=O)c2cccc3c2C(=O)N(CC2CCCO2)C3)c1 (stereo not given)	-9.4	0.3	-1.2	0.3	9.9	32.6	5.5	-6.3	-1.1
47	C/C(=N\Nc1ccccc1C(=O)O)c1ccncc1	-5.6	-1.1	-0.2	0.0	13.8	-3.7	2.4	-1.0	-1.3
48	Cc1c(CCC(=O)N2C[C@H]3C[C@@H](C2)c2cccc(=O)n2C3)c(=O)oc2c(C)c(O)ccc12	-2.6	.	0.2	7.7	-177.5	8.6	7.0	-8.2	0.0
49	Cc1ccc(-n2c(SCC(N)=O)nnc2-c2cnccn2)cc1	?	.	36.1*	0.0	-2.4	6.0	1.8	-4.5	-1.1
50	O=C(O)c1cccc2c1C(=O)N(C1CCCC1)C2	?	-1.4	-6.3	1.4	6.7	1.4	-2.3	-1.5	-3.9
51	CCOC(=O)N(NC(=O)C(O)(c1ccccc1)c1ccccc1)c1ccccc1	-4.8	-1.1	-0.6	.	-1.2	-9.0	14.1	-2.3	-0.1
52	O=C(/C=C/c1ccc2c(c1)OCO2)Nc1c(C(=O)O)[nH]c2ccccc12	-2.9	0.2	0.6	-1.2	12.7	-5.8	1.0	-1.0	-0.7
53	Cc1cccc(NC(=O)CNC(=O)COc2ccc(-c3ccc(C#N)cc3)cc2)c1C	10.8	-1.8	-1.3	.	-10.4	-5.4	-2.1	-0.9	1.5
54	CCOC(=O)c1nnn(-c2nonc2-n2cccc2)c1CN1CCCCC1	-3.0	-1.0	-2.0	.	5.5	46.8	-5.6	-2.4	0.7
55	COc1ccc(CN2CCCC(C(=O)c3ccc(Cl)cc3)C2)c(OC)c1 (stereo not given)	-1.5	0.5	1.0	0.4	2.4	-3.0	3.6	-2.6	0.5
56	CC(NS(=O)(=O)c1ccc2c(c1)OCCO2)c1ccccc1 (stereo not given)	4.6	-1.1	1.1	0.9	-13.5	-8.8	0.5	-2.8	-0.1
57	COC(=O)c1ccc(OCC(O)CN2CCC(C)CC2)cc1 (stereo not given)	-0.2	-1.3	-4.1	0.2	-1.5	-2.5	-1.7	-1.4	-0.5
58	O=C(CC1C(=O)NCCN1Cc1ccccc1C(F)(F)F)NC1CCCC1 (stereo not given)	-11.4	-0.1	-0.8	1.9	-5.8	14.0	0.8	-0.5	-2.5
59	O=C(NC1CCCC1)c1cccc(S(=O)(=O)N2CCCC2)c1	6.0	2.3	1.1	0.5	-12.5	4.0	-3.1	-1.1	4.0
60	CN(C(=O)c1cccc(C#CC(C)(C)O)c1)C1CCCN(Cc2ccccc2F)C1 (stereo not given)	-11.6	-0.2	4.0	0.3	8.2	-3.7	5.5	1.0	-1.4
61	Cc1ccc(C(C)C)c(OCc2ccc(C(=O)N/N=C/c3ccc(C(=O)O)cc3)cc2)c1	-8.9	1.8	-2.6	0.3	15.6	14.6	6.9	-4.3	-0.4
62	COC(=O)CC(=O)CSc1nc2c(cc1C#N)CCC2	-0.1	-1.0	-0.7	.	4.2	11.7	-2.5	0.1	-0.5

Reformatted in transposed form: entries from further up.
32	C=CCc1c(C)nc(SCC(=C)C)[nH]c1=O
33	CC1(C(=O)Nc2cccc(C#N)c2)CCN1C(=O)CCc1ccccc1 (stereo not given)
34	CCOC(=O)CSC1=C(C#N)C(c2sccc2C)C(C(C)=O)=C(C)N1 (stereo not given)
35	CCOc1cc(C2Nc3ccccc3NC3=C2C(=O)CC(C)(C)C3)ccc1O (stereo not given)

entry no.	32	33	34	35
BoNT-F LC inh	16.0	2.6	-11.4	-4.0
PfHsp40 rescue	0.5	.	0.1	-1.4
Anthrax LF inh2	13.6	-1.6	-5.4	-1.9
TcdB inh	.	2.1	1.2	-1.5
CCHF vOTU inh	4.5	4.5	-8.7	1.6
Yp Topo-I inh	-4.0	5.8	-6.1	3.0
PrPC TRFRET	-0.2	2.4	-1.9	-2.2
FadD28 FP inh	1.6	-5.4	-2.1	1.5
BoNT A protease	5.0	-0.3	-3.2	-1.6

Screening data as filed in PubChem.
